Source: PubChem
NCOA1 inh: SRC1 coactivator transcriptional activity inhibitors, primary screen, cell-based, luminescence. Nuclear receptor coactivator 1 (Homo sapiens), Q15788. HEK293 GAL4-SRC1 luciferase reporter. inhibition, % at 3.6 µM. 360,000 compounds, 0.12% hits. AID 588354, 2011;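 active means inhibition above the campaign mean plus 3 SD, with each screening campaign given its own cutoff, cut at about 60% in these data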;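 further: 0% = DMSO treated cells and 100% = gossypol at 36 µM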
Target sequence (Q15788 whole entry, looked up, the tested form may be a part): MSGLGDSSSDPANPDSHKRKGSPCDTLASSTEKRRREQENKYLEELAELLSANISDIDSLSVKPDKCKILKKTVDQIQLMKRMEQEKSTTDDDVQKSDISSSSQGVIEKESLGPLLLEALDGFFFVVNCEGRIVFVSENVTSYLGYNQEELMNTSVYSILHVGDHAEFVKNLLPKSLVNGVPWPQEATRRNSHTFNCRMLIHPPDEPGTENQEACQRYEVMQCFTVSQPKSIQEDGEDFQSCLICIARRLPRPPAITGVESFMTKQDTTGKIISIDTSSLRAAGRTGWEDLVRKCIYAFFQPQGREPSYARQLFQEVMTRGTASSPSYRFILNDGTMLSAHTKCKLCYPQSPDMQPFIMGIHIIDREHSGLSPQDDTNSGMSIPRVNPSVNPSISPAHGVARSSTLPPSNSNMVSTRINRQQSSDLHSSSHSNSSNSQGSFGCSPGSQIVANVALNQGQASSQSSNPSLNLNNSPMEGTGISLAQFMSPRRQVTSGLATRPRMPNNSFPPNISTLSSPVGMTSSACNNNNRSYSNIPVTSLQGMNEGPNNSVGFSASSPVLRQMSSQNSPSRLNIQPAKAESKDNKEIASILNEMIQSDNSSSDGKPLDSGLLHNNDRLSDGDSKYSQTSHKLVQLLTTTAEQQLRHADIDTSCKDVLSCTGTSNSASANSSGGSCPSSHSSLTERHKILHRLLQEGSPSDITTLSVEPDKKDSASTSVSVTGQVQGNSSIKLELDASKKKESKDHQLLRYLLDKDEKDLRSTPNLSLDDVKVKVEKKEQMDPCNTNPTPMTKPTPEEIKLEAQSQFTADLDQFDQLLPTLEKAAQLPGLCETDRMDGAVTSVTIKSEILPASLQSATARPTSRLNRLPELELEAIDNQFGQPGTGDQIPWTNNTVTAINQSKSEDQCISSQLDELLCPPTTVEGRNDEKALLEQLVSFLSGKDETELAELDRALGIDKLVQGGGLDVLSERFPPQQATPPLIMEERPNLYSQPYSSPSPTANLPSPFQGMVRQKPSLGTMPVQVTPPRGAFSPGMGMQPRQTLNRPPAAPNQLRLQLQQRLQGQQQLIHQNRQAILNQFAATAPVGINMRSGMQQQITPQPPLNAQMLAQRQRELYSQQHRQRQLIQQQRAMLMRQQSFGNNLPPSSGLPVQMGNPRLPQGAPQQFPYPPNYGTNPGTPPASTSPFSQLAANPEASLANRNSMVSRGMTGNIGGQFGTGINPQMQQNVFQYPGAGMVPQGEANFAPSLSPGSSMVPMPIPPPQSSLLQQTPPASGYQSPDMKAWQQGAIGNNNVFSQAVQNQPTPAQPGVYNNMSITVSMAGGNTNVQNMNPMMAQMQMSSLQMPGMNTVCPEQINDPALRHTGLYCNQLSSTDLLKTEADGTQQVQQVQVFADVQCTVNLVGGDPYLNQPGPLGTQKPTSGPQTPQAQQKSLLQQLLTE
NCOA3 inh: SRC3 coactivator transcriptional activity inhibitors, primary screen, cell-based, luminescence; Nuclear receptor coactivator 3 (Homo sapiens), Q9Y6Q9; HEK293 GAL4-SRC3 luciferase reporter; inhibition, % at 3.6 µM; 360,000 compounds, 0.17% hits; AID 588352, 2011;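 active means inhibition above a per-campaign cutoff, the mean of all compounds plus 3 SD, cut at about 60% in these data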;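 further: 0% = DMSO-treated cells and 100% = gossypol-treated cells at 36 µM; higher means less SRC3-driven luciferase light from the GAL4 reporter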
NOD2 RIPK2 PPI: NOD2-RIPK2 binding disruptors in cells, primary screen, fluorescence, CHO cells, BLA complementation. Receptor-interacting serine/threonine-protein kinase 2 (Homo sapiens), O43353. CCF4 ratio. inhibition, % at 4.98 µM. 360,000 compounds, 0.38% hits. AID 624267, 2012; in the data active means inhibition above about 21%;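 further: 0% = vehicle only and 100% = reference blocker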
TWEAK Fn14 block: inhibitors of TWEAK-Fn14 signaling, primary screen, luciferase reporter cells, uHTS | TWEAK-stimulated Fn14 reporter cells, luciferase luminescence, 8 h | inhibition, % at 10 µM | 360,000 compounds, 2% hits | AID 1159606, 2016; in the data active means inhibition above about 50%
LRH-1 inv ag: LRH-1 (NR5A2) inverse agonists, primary screen, cell-based, luminescence, HEK293T, StAR-luciferase reporter. Nuclear receptor subfamily 5 group A member 2 (Homo sapiens), O00482. LRH-1 transfected, 24 h. inhibition, % at 3.6 µM. 360,000 compounds, 0.13% hits. AID 602396, 2012;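 active means inhibition above the mean inhibition of all tested compounds plus 3 SD, cut at about 73% in these data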;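 further: 0% = DMSO wells and 100% = reporter-only cells lacking LRH-1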
TRAIL sens C8: viability loss with TRAIL in NB7+C8 cells, primary screen, TRAIL sensitizer project, cell-based, ATPlite luminescence. inhibition (viability loss, TRAIL sensitization), % at 10 µM. 360,000 compounds, 1% hits;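 active means compounds causing at least 50% loss of cell viability in the single-dose screen, relative to plate controls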
EBV LMP1 NFkB: EBV LMP1-driven NF-kappaB luciferase reporter inhibitors, primary screen, cell-based, luminescence, single point; LMP1-induced NF-kappaB luciferase reporter cells; inhibition, % at 12.5 µM; 350,000 compounds, 0.69% hits; in the data active means inhibition above about 41%;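 further: 0% = neutral control wells and 100% = reference inhibitor control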
COUP-TFII inh: NR2F2 transcriptional activity inhibitors, primary screen, cell-based, luciferase reporter, HEK293T, luminescence; COUP transcription factor 2 (Homo sapiens), P24468; HEK293T NGFI-A luciferase reporter; inhibition, % at 8.6 µM; 370,000 compounds, 0.7% hits; AID 686940, 2013;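 active means inhibition above a per-plate cutoff, mean inhibition of test wells between control levels plus 3 SD, cut at about 38% in these data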;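 further: cells cotransfected with COUP-TFII expression vector driving the NGFI-A reporter; 0% = median of COUP-TF2 test wells and 100% = reporter-only cells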
TLR9-MyD88 inh: inhibitors of TLR9-MyD88 association in cells, primary screen, cell-based, CHO, BLA complementation, fluorescence; inhibition, % at 4.98 µM; 340,000 compounds, 0.21% hits; CCF4 FRET ratio; Toll-like receptor 9 (Homo sapiens) + Myeloid differentiation primary response protein …;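 active means inhibition above the mean over all tested compounds plus 3 SD, cut at about 21% in these data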;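 further: 0% = DMSO only wells and 100% = clavulanate BLA inhibitor control wells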
NCOA2 inhibitor: inhibition of GAL4-SRC2 driven luciferase reporter, primary screen, SRC2 inhibitor project, cell-based, luminescence | HEK293 GAL4-SRC2 luciferase reporter | inhibition, % at 9 µM | 370,000 compounds, 0.17% hits;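 active means inhibition above the mean inhibition of all tested compounds plus 3 SD, set per campaign, cut at about 52% in these data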;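 further: 0% = DMSO treated cells and 100% = cells given Gossypol at 36 µM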
TROY signal inh: inhibitors of TROY-driven NF-kB signaling, primary screen, Q293 LMP1-TROYcd cells, NF-kB luciferase, uHTS; Q293 LMP1-TROYcd NF-kB luciferase reporter, 4 h; inhibition, % at 10 µM; 360,000 compounds, 0.98% hits; AID 1347056, 2019;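 active means compounds whose plate-normalised and pattern-corrected inhibition of the luciferase reporter signal at the single screening dose is 50% or more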
Numbers without * were called inactive; · = no result given. Only part of the results is shown. The share of hits here may be higher or lower than overall.

SMILES	NCOA1 inh	NCOA3 inh	NOD2 RIPK2 PPI	TWEAK Fn14 block	LRH-1 inv ag	TRAIL sens C8	EBV LMP1 NFkB	COUP-TFII inh	TLR9-MyD88 inh	NCOA2 inhibitor	TROY signal inh
Cc1cc(C)nc(NCCCc2ccccc2)n1	2	-17	3	0	4	-30	-7	-7	-2	-15	-11
COc1ccc(N=C2SC(C(=O)N3CCN(c4ccccc4)CC3)CC(=O)N2C)cc1 (stereo unspecified)	4	1	-8	13	-5	-2	11	8	-4	-7	-3
COc1ccc(NC(=O)C(c2cc3c(cc2[N+](=O)[O-])OCO3)N(C)Cc2ccccc2)cc1 (stereo unspecified)	1	5	5	-21	-5	25	2	-9	-9	-55	-50
O=[N+]([O-])c1cnc2ccccn12	11	24	-6	-5	16	-11	-6	4	2	6	3
COc1ccc(CNC(=O)Cc2ccc(-c3ccccc3)cc2)cc1OC	0	-8	-1	31	-19	14	3	0	-3	6	19
Cc1c(C=C(C#N)c2ccc([N+](=O)[O-])cc2)c(=O)n(-c2ccccc2)n1C	11	10	0	-5	3	-8	1	-11	-10	-25	-13
CCCC(=O)Nc1cc(-c2cn3cccnc3n2)ccc1OC	-36	11	-3	6	12	-12	-4	10	-6	3	21
O=C(Nc1ccc(Cl)cc1)NC1CCCCC1Cc1ccco1 (stereo unspecified)	4	18	-10	-30	-12	15	6	-6	-2	-40	38
O=C(O)c1ccccc1C(=O)OCc1c(-c2ccccc2)ncc2ccccc12	1	17	6	0	-10	-6	-8	-24	0	-20	-32
CCOC(=O)c1cnc(COc2ccccc2Cl)[nH]c1=O	0	20	-6	4	2	-15	5	-17	-11	17	-7
C=CCn1c(SCC(=O)Nc2ccc(OC)cc2)nc2ccccc2c1=O	-4	-35	-1	-13	-2	1	-6	-8	-8	3	2
CCN(C(=O)c1cc2ccccc2oc1=O)c1ccccc1	-52	-103	-6	-3	-130	13	-28	-21	2	-69	-75
O=C(CSc1nc(O)cc(=O)n1-c1ccc(Cl)c(Cl)c1)Nc1ccc(Cl)cc1Cl	-26	8	-7	2	-2	-12	5	-8	-3	-19	-15
O=C(N/N=C/c1ccc(O)c([N+](=O)[O-])c1)C(O)(c1ccccc1)c1ccccc1	-20	3	-13	13	7	0	11	0	4	8	3
CCOc1ccccc1-n1c(SCC(N)=O)nnc1-c1ccco1	0	10	1	3	6	-2	6	·	2	·	2
C=C(C)CSc1nnc(-c2ccc(C)cc2)n1N	-66	-40	-5	-10	-92	-6	-6	-32	-4	-49	-33
CCCCN(C(=O)C1CC(=O)N(c2ccc(OC)cc2OC)C1)c1c(N)n(CC(C)C)c(=O)[nH]c1=O (stereo unspecified)	-1	4	-4	1	-17	-2	2	9	1	3	18
Cc1nc(SCC(=O)N(C)C2CCS(=O)(=O)C2)c2ccccc2n1 (stereo unspecified)	-10	30	-10	-10	4	-11	-6	5	2	4	13
COC(CNC(=O)c1ccc2c(c1)ncn2C1CCCCCC1)OC	12	10	-9	5	-1	-14	-3	3	-9	-6	0
CC(=O)Nc1nc2n(n1)C(c1ccccc1)C=C(c1ccccc1)N2 (stereo unspecified)	-1	17	56*	-32	11	1	20	·	56*	·	-7
CCCCCc1c(C)nc(Nc2ccccc2)[nH]c1=O	-10	16	-10	12	-5	12	6	3	-1	5	11
Cc1nc2ccccn2c1C(=O)N/N=C/c1ccccc1	12	1	2	-9	-2	5	3	-1	7	5	8
O=C(O)c1ccccc1N1C(=O)C2C3c4ccccc4C(Br)(c4ccccc43)C2C1=O (stereo unspecified)	-7	13	0	1	0	-5	2	12	2	-56	-3
O=C1CCC(C(=O)Nc2ccccc2N2CCCC2)=NN1	18	-14	-1	-3	-2	3	7	14	-2	-10	9
CC(C)c1ccccc1NC(=O)c1ccco1	-2	-53	-3	-9	10	-3	-2	9	-2	-46	-19
O=S(=O)(Nc1cccc(-c2cn3c(n2)SCC3)c1)c1ccccc1F	-35	-54	-1	3	-7	-7	9	-8	13	11	19
O=C1C2C3C=CC(C2C(=O)N1CCCO)C1C2C(=O)N(CCCO)C(=O)C2C31 (stereo unspecified)	6	13	-2	2	-2	-27	2	-5	-1	-3	11
Cc1oc(-c2ccccc2F)nc1CS(=O)(=O)CC(=O)NCc1ccccc1Cl	-7	10	3	-1	-21	-6	-2	8	-10	16	6
COCCn1c(C)cc(C2=NNC(=NC3CC3)SC2)c1C	89*	91*	9	102*	87*	78*	84*	94*	5	86*	86*
O=[N+]([O-])c1ccc(N2CCN(CCO)CC2)c2ncccc12	-1	11	-3	-15	14	-9	7	-2	2	-5	7
Cc1ccc(NC(=O)/C(C#N)=C/c2cccs2)c(C)c1	-111	-54	-3	-22	-154	15	-25	-11	-6	-51	-73
COC(=O)CN1C(=O)C(C)(C)Oc2ccc(C(=O)Nc3ccccc3F)cc21	-1	-9	-5	-4	-7	10	-9	1	-12	-1	-12
CCOc1ccc(-c2nc(CSc3nnc(N)s3)cs2)cc1	-99	-92	-4	-12	-55	27	-19	-18	-11	-65	-36
O=S(=O)(CCN1CCN(c2ccccc2O)CC1)c1ccc(Cl)cc1	-2	16	-4	10	12	10	0	3	-2	-9	11
COc1cccc(COC(=O)C2CC(=O)N(Cc3ccccc3)C2)c1OC (stereo unspecified)	4	4	-22	4	11	-9	-10	7	0	-8	-9
Cc1nc(SCc2cccc(C(=O)O)c2)nc2c1CCCC2	-48	-47	-1	22	-43	0	3	52*	0	53*	-12
CCOc1ccc(/C=N/NC(=O)Cc2ccccc2)cc1CN1CC2CC(C1)c1cccc(=O)n1C2 (stereo unspecified)	-15	-1	-1	3	2	-4	0	-10	-8	8	4
CCc1ccc(-c2nc(CN3CCCC(C(=O)NCCc4ccc(OC)c(OC)c4)C3)c(C)o2)cc1 (stereo unspecified)	-31	-10	1	37	-5	30	2	49*	-2	28	32
CCOC(=O)N1CCN(C(=O)Cn2c(C)cc3ccccc3c2=O)CC1	-18	-36	2	2	0	-3	-1	6	-2	9	-14
Cc1nc(C(F)(F)F)nc(Nc2ccc(Br)cc2)c1C#N	16	3	1	10	8	-10	7	8	-3	-10	16

A second format for part of the listing above.
| SMILES | NCOA1 inh | NCOA3 inh | NOD2 RIPK2 PPI | TWEAK Fn14 block | LRH-1 inv ag | TRAIL sens C8 | EBV LMP1 NFkB | COUP-TFII inh | TLR9-MyD88 inh | NCOA2 inhibitor | TROY signal inh |
| --- | --- | --- | --- | --- | --- | --- | --- | --- | --- | --- | --- |
| O=C1CCC(C(=O)Nc2ccccc2N2CCCC2)=NN1 | 18 | -14 | -1 | -3 | -2 | 3 | 7 | 14 | -2 | -10 | 9 |
| CC(C)c1ccccc1NC(=O)c1ccco1 | -2 | -53 | -3 | -9 | 10 | -3 | -2 | 9 | -2 | -46 | -19 |
| O=S(=O)(Nc1cccc(-c2cn3c(n2)SCC3)c1)c1ccccc1F | -35 | -54 | -1 | 3 | -7 | -7 | 9 | -8 | 13 | 11 | 19 |

Remaining list, next part.
SMILES	NCOA1 inh	NCOA3 inh	NOD2 RIPK2 PPI	TWEAK Fn14 block	LRH-1 inv ag	TRAIL sens C8	EBV LMP1 NFkB	COUP-TFII inh	TLR9-MyD88 inh	NCOA2 inhibitor	TROY signal inh
O=C(O)c1cc(-c2cccs2)[nH]n1	-5	1	-12	10	-6	2	7	-5	-17	-21	-1
COc1ccc(C(=O)/C=C/Nc2c(C)n(C)n(-c3ccccc3)c2=O)c(OC)c1	-11	6	0	-15	3	-5	3	-5	-5	-1	-3
Cc1ccc(S(=O)(=O)N2CCN(S(=O)(=O)N3CCCCC3)CC2)cc1C	4	-1	-10	-5	-2	-4	-4	5	-2	-2	10
Cc1ccccc1Nc1ccc([N+](=O)[O-])cn1	4	5	-7	-12	29	-7	-2	-20	0	-20	8
COc1cc(-c2noc(C)c2C(=O)NCCO)cc(OC)c1OC	11	2	-1	-3	1	-12	2	-2	-4	-6	-3
CCOc1ccc(NC(=O)CSc2cn[nH]n2)cc1	-12	-6	1	21	-17	-9	-4	14	2	-7	-26
O=C(NCCSCc1ccc(Cl)cc1Cl)c1ccc(CN2CCOCC2)cc1	-1	31	9	-3	19	10	7	22	1	15	19
COCCNC(=O)C(=O)c1c(-c2ccccc2)[nH]c2ccccc12	6	7	-3	11	-5	-1	-14	3	0	-6	-12
O=C(NCc1nc2ccccc2[nH]1)C1=C[C@@H](C2CCCCC2)C[C@@H](OCCCCO)O1	-5	4	-1	-9	-2	0	-15	1	-1	-7	-8
Cc1ccc(NS(=O)(=O)c2cccc(C(=O)N3CCOCC3)c2)cc1	3	18	-20	0	0	-1	10	0	-4	6	10
CCCC(=O)NC(c1ccc(OC)cc1)c1ccc2cccnc2c1O (stereo unspecified)	20	62*	-9	14	13	5	70*	-13	-1	20	5
COc1cccc(NC(=O)C2CCCN(S(C)(=O)=O)C2)c1 (stereo unspecified)	-5	6	1	-4	3	-8	7	10	-4	2	8
CCN(CC)S(=O)(=O)c1ccc(N2CCOCC2)c(NC(=O)c2cc(-c3ccccn3)nc3ccccc23)c1	35	21	2	29	17	41	13	4	-18	15	21
COc1ccc(C(=O)NNC(=O)c2cc(C)nc3ccccc23)cc1	-17	16	-2	13	-2	-1	3	-10	-9	5	-8
CC(Sc1nc2ccc(Br)cc2[nH]1)C(=O)O (stereo unspecified)	-4	2	0	1	7	-16	1	-2	-3	-3	4
O=C(NCc1ccco1)c1ccc2c(=O)n(CCC3=CCCCC3)c(=O)[nH]c2c1	-2	-18	-6	1	-8	18	-3	2	1	14	-12
Cn1ccc2c(-c3ccc(C(C)(C)C)cc3)cc3c(c21)C1CCC3C1 (stereo unspecified)	-34	0	-3	13	3	-7	·	-3	·	-9	7
O=C(O)c1ccccc1NCc1cccs1	-22	1	3	7	-8	-9	-3	4	-3	7	5
CCOC(=O)C1CCCN(C(=O)C2CCC(CNS(=O)(=O)c3ccc(NC(C)=O)cc3)CC2)C1 (stereo unspecified)	2	3	-4	-3	15	-6	-4	11	3	-27	4
CCOc1ccc(S(=O)(=O)N2CCN(CN3C(=O)CC4(CCCC4)C3=O)CC2)cc1	-1	5	2	3	-7	6	3	-12	-3	-11	7
CC1=CC(C)(C)n2c(O)c(N=N)c3c(C)c(C)cc1c32	7	17	9	10	-8	1	1	9	5	-25	1
CCC(=O)Nc1ccc(C(=O)Nc2cccnc2)cc1	-76	-27	-5	-8	-8	8	-10	-20	8	-55	-20
Cc1ccc(-n2c(N)c(C(N)=O)sc2=S)cc1	6	18	-6	12	30	-4	-9	-6	-7	-12	17
